# HCMV antiviral: qHTS Assay for inhibitors of the human cytomegalovirus (HCMV). activity change, negative = inhibition, % at 57.5 µM. actives 4.5% (n = 410,000). AID 1259415, 2018. HFF cells, HCMV-luciferase reporter, 72 h; hits give low values; in the data active = activity change below about -60%; inconclusive = no clear call, values can overlap the other calls; inactive = above about -39%
#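 Luciferase read-out from HCMV-luciferase-infected HFFs (MOI 1 PFU/cell) 72 h post infection at 37C; compounds added after 16 h cell attachment; activity normalized between buffer-only basal and Salinomycin (10uM) inhibitor controls.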
# FBPA Giardia inh: qHTS Assay for Inhibitors of Fructose-1,6-bisphosphate Aldolase from Giardia Lamblia; purified Giardia FBPA; actives 0.71% (n = 290,000); Potency, µM (series often up to 59.6 µM), for the others: at the top dose activity, negative = inhibition, actives largely listed as inhibitors; A8B2U2; also: potency is read from the fitted curve at half-maximal effect; nearly all actives have a fitted effect of over 55% in size
# Target sequence (A8B2U2 whole entry, looked up): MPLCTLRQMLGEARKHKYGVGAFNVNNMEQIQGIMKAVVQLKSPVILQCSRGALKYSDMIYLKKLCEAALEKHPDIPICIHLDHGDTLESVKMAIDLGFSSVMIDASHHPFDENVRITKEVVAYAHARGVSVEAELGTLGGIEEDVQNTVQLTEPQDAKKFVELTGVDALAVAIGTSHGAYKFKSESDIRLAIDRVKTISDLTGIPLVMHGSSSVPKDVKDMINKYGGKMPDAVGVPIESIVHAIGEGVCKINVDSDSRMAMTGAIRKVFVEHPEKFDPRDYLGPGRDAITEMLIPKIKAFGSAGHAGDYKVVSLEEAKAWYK
#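 Giardia FBPA (40 nM reagent) was preincubated 10 min at RT with compound (up to 57.5 uM final), then substrate plus GAPDH/TPI/NAD/arsenate coupling system with diaphorase/resazurin was added; resorufin fluorescence (525/598 nm) was read after 20 min.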
# HCV inhibitor: qHTS Assay for Inhibitors of Hepatitis C Virus (HCV) | Potency, µM (titrated, usually from 41.8 µM), inactives show top-dose activity change, negative = inhibition, usual class: inhibitors | AID 651820, 2012 | Huh7.5.1 HCVcc-Cre infection, luciferase reporter, 44 h | actives 3.4% (n = 340,000); also: potency is read from the fitted curve at half-maximal effect
#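 1,000 cells/well; 4 h culture; + compound; + HCVcc-Cre (~0.5 moi); 44 h; luciferase substrate, RT 15 min; read 15 sec.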
# AmpC inh detg: qHTS Inhibitors of AmpC Beta-Lactamase (assay with detergent); P00811; Potency, µM (doses to about 114 µM), for the others: at the highest dose activity change, negative = inhibition, most hits filed as inhibitors; AmpC hydrolysis of nitrocefin, absorbance 480 nm, 0.01% Triton; actives 0.041% (n = 370,000); AID 485294, 2010;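 also: potency is read from the fitted curve at half-maximal effect; 0% = no-compound wells and -100% = no-enzyme wells; nearly all actives have a fitted effect of over 25% in size; some results filed as inactive show a strong effect at the top dose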
# Target sequence (P00811 whole entry, looked up): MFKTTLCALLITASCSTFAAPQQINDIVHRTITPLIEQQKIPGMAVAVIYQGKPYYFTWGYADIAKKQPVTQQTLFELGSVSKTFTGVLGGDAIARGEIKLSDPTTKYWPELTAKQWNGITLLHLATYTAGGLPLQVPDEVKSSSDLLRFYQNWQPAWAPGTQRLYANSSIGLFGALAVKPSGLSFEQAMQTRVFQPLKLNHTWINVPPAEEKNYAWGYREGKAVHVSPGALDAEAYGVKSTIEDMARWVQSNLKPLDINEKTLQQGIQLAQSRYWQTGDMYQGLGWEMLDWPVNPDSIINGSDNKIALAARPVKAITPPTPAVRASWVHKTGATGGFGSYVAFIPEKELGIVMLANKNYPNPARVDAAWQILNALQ
#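 20 mM phosphate pH 7.0 + 0.01% (detergent screen) or 0.0001% Triton X-100; 5.3 nM AmpC reagent; cpd preinc 15 min RT; nitrocefin (800 uM stock) to start; A480 q20 s × 4 min; Activity was normalised to no-enzyme and no-compound control wells.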
# AMA1-RON2 inh: qHTS for Inhibitors of AMA1-RON; Towards Development of Antimalarial Drug Lead: Primary Screen. actives 0.2% (n = 360,000). AID 720542, 2013. AlphaScreen AMA1-biotinylated RON2 peptide binding. Potency, µM (series often up to 58.2 µM), without a hit: at the top dose activity change, negative = inhibition, most hits filed as inhibitors;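 also: potency is read from the fitted curve at half-maximal effect; 0% = vehicle wells and -100% = peptide control; nearly all actives have a fitted effect of over 45% in size; some results filed as inactive show a strong effect at the top dose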
#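 AMA1 (3D7) with his tag at 25 nM final met compounds first, then biotinylated RON2 peptide at 25 nM; detection used donor plus acceptor beads, 10 µg/mL apiece, read by AlphaScreen after 30 min at room temperature.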
# Sm TGR inh: qHTS Assay for the Inhibitors of Schistosoma Mansoni Peroxiredoxins; Schistosoma mansoni thioredoxin glutathione reductase (TGR), Q962Y6; purified TGR, DTNB reduction, TNB absorbance 405 nm; Potency, µM (top dose mostly 114 µM), inactives show top-dose activity change, negative = inhibition, actives largely listed as inhibitors; actives 3% (n = 360,000); AID 485364, 2010; also: potency is read from the fitted curve at half-maximal effect; nearly all actives have a fitted effect of over 60% in size
#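 First, TGR (20 nM dispensed) and NADPH were mixed with compound. Second, a 15 min room-temperature incubation followed. Third, further NADPH and then DTNB were added to start the reaction. Finally, TNB absorbance was monitored kinetically.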
# An asterisk follows results filed as active; ? = inconclusive; nt = not tested or not shown; [ ] = dose if it differs, or a comment. Unless noted, calls follow the shape of the dose curve; as a rule, active = well fitted curve in the direction sought with a large enough effect; inconclusive = small, poorly fitted or top-dose-only effect, or another doubt; inactive = no such curve, though single readings can be large; an effect the other way counts as inactive or inconclusive. Unless noted, % is scaled to controls: 0 for no effect and ±100 for the full control effect. Rows were taken by chance; 9.3% or so of the library scored in one or more.
compound | HCMV antiviral | FBPA Giardia inh | HCV inhibitor | AmpC inh detg | AMA1-RON2 inh | Sm TGR inh
Cc1cc(NC(=O)CCC(=O)N(Cc2ccc(F)cc2)C(C(=O)NC2CCCC2)c2ccco2)no1 (centres undefined) | 4.6 | -3.5% | -24.4% | 1.7% | 10.0% | 3.7%
O=C(O)Cc1ccc(NC(=O)c2ccc(NC(=O)c3ccco3)cc2)cc1 | -7.6 | -0.8% | -5.1% | ? | -7.7% | ?
COC(=O)N1N=C(c2ccc(Br)cc2)CC1(O)C(F)(F)F (centres undefined) | 37.2 | 2.4% | -5.4% | -2.7% | -10.0% | -0.4%
CCN1CCN(c2ccc(S(=O)(=O)N3CCCCC3)cc2NC(=O)c2ccccc2)CC1 | 27.2 | nt | 8.7% | -12.3% | -3.1% | -0.9%
c1ccc(-n2nnnc2-c2cccnc2)cc1 | 0.0 | 0.5% | 50.7%[activator] | 3.8% | 10.6% | 0.6%
O=C(Nc1cccnc1)c1cc2cc(Br)ccc2oc1=O | -26.9 | 2.2% | 13.7% | ? | 5.3% | -25.1%
CC(C)C[C@@H]1NC(=O)[C@H](C(C)C)NC(=O)c2cc([N+](=O)[O-])cc(I)c2OCC[C@@H](C(N)=O)NC1=O | nt | 15.7% | 5.9%[8.37 µM] | ? | 5.9% | -9.1%
COCc1cc(=O)[nH]c(SCC(=O)N2CCOCC2)n1 | 0.6 | nt | 7.2% | -9.1% | -8.9% | -2.6%
Cc1cc(C)cc(NC(=O)C2CCN(S(=O)(=O)c3cccc(-c4noc(C)n4)c3)CC2)c1 | ? | nt | nt | 2.6% | nt | -1.9%
O=C(NCCCN1CCN(c2ccccc2F)CC1)C1CCC(=O)N1C1CCCC1 (centres undefined) | nt | 6.6% | -1.9%[8.37 µM] | -14.4% | -2.7% | 0.4%
COc1cc(/C=C/c2ccc3c(Br)cc(Br)c(O)c3n2)ccc1O | -99.7* | ? | 8.91µM* | 2.9% | 99.0%[activator] | -30.2%
CC(=O)Nc1ccc(S(=O)(=O)N2CCN(CC(=O)N3CCOCC3)CC2)cc1 | 35.6 | 0.0% | 21.0% | ? | -1.0% | 10.2%
CC(=O)Nc1ccc(-c2csc(NC(=O)CCNC(=O)c3ccco3)n2)cc1 | 36.0 | nt | -24.5% | nt | 5.0% | nt
CC1CCc2c(sc(NC(=O)Cn3nnc(-c4ccc(C(F)(F)F)cc4)n3)c2C#N)C1 (centres undefined) | 5.2 | nt | nt | 0.6% | nt | -3.8%
Cc1ccc(C)c(S(=O)(=O)NCc2cccnc2)c1 | 21.9 | -0.2% | 15.9% | -12.6% | 11.8% | 1.2%
CCCc1cc(C(=O)N2CCCN(C)CC2)cs1 | 10.4 | -2.9% | 17.4% | 1.8% | -12.4% | -10.2%
C/C(=N\NC(=O)c1ccn(C)n1)c1ccco1 | 57.2 | 0.8% | 3.0% | ? | -1.2% | -10.4%
Cc1ccc(-n2nnnc2Sc2nc([N+](=O)[O-])nn2C)cc1C | -16.9 | -19.6% | -21.0% | 0.7% | -7.1% | -35.6%
COCCCN=Cc1c(C)[nH]n(-c2ccc(Br)c(C)c2)c1=O | 48.1 | -10.5% | ? | -10.6% | 8.3% | -13.5%
COc1ccc(Cn2c(C(=O)O)c(CNCCc3ccco3)c3ccc(C)cc32)cc1 | -18.9 | nt | nt | 8.9% | nt | -5.4%
Cc1ccc(NC(=O)CN2C(=O)COc3ccc(S(=O)(=O)N4CCCCCC4)cc32)c(C)c1 | -15.5 | nt | nt | -5.1% | nt | 44.4%[activator]
O=CN1CCN(C(=O)c2ccc([N+](=O)[O-])cc2)CC1 | 20.6 | 0.5% | 0.4% | ? | 18.7% | -6.5%
COc1ccc(NC(=O)CN2C(=O)NC3(CCCCCCC3)C2=O)cc1 | -2.6 | nt | 16.6% | -5.8% | -0.6% | -0.5%
O=S(=O)(c1ccccc1F)N(Cc1ccco1)Cc1nnc(-c2ccccc2Br)o1 | 9.9 | -4.9% | ? | -9.9% | -0.3% | 15.8µM*

# One compound at a time, as listed above. Order of screens: HCMV antiviral	FBPA Giardia inh	HCV inhibitor	AmpC inh detg	AMA1-RON2 inh	Sm TGR inh
# Results for CC(=O)Nc1ccc(S(=O)(=O)N2CCN(CC(=O)N3CCOCC3)CC2)cc1 → 35.6	0.0%	21.0%	?	-1.0%	10.2%
# Results for COC(=O)N1N=C(c2ccc(Br)cc2)CC1(O)C(F)(F)F (centres undefined) → 37.2	2.4%	-5.4%	-2.7%	-10.0%	-0.4%
# Results for Cc1cc(C)cc(NC(=O)C2CCN(S(=O)(=O)c3cccc(-c4noc(C)n4)c3)CC2)c1 → ?	nt	nt	2.6%	nt	-1.9%
# Results for CCCc1cc(C(=O)N2CCCN(C)CC2)cs1 → 10.4	-2.9%	17.4%	1.8%	-12.4%	-10.2%
# Results for O=C(NCCCN1CCN(c2ccccc2F)CC1)C1CCC(=O)N1C1CCCC1 (centres undefined) → nt	6.6%	-1.9%[8.37 µM]	-14.4%	-2.7%	0.4%

# The results go on:
compound | HCMV antiviral | FBPA Giardia inh | HCV inhibitor | AmpC inh detg | AMA1-RON2 inh | Sm TGR inh
CCn1c(C)nc2cc(S(N)(=O)=O)ccc21 | 0.7 | 3.9% | 15.4% | -3.4% | 8.1% | 1.4%
C=CCNC(=O)CSc1nc2sc3c(c2c(=O)n1CCCOC)CCC3 | -9.9 | -0.8% | ? | -6.1% | 14.7% | ?
CC(C)Oc1ccc(S(=O)(=O)N2CCCCC2)cc1NC(=O)C1CCC1 | 1.4 | nt | -10.1% | ? | 12.1% | -4.2%
O=c1[nH]c2ccsc2c(=O)n1-c1ccc(F)cc1 | -14.9 | 10.8% | 15.2% | -14.0% | -0.9% | 7.3%
NC(=O)CCNC(=O)c1ccc(Cl)cc1 | 30.3 | 0.3% | 13.5% | 0.1% | -12.1% | -9.7%
Cc1cccc(C(OC(=O)c2ccco2)C(=O)NCc2ccccc2)n1 (centres undefined) | 17.4 | 0.1% | 7.1% | -3.3% | 2.3% | -17.9%
O=C(COC(=O)c1ccc(F)c(S(=O)(=O)N2CCOCC2)c1)c1ccc(Br)cc1 | -10.6 | nt | 24.3% | -16.9% | 6.0% | 1.3%
Clc1ccc(Cc2ccccn2)cc1 | 0.6 | nt | -0.3% | -2.1% | 20.3% | -4.8%
O=C(NCC(=O)N1CCN(c2ccccc2O)CC1)C1CCCCC1 | -0.5 | nt | 7.3% | -0.2% | 2.6% | -6.2%
Cc1cc(-c2nc3c4c5c(sc4[nH]c(=O)n3n2)CCC5)c(C)o1 | nt | -12.3% | 2.1% | -14.9% | -2.3% | ?
COCCNc1c(-c2ccc(OC)cc2)nc2ccc(Cl)cn12 | -18.8 | ? | ? | -1.5% | 17.3% | nt
CCOc1cc2c(cc1OCC)C(C(=O)O)C(c1cc(Br)c(O)c(OC)c1)N(C)C2=O (centres undefined) | 30.1 | 8.5% | 23.2% | -9.2% | -5.3% | -4.9%
COc1ccc(-c2nc(CS(=O)(=O)CC(=O)NCCCN3CCN(C)CC3)c(C)o2)cc1 | -32.6 | -20.9% | 12.6% | -6.4% | -10.3% | -34.0%
CCn1c(SCC(=O)N2CCC(C)CC2)nc2c1c(=O)n(C)c(=O)n2C | -29.7 | -2.1% | -11.2% | -14.7% | -6.2% | -9.9%
O=c1c2ccccc2nc(-c2ccccc2)n1-c1ccc(O)cc1 | -3.8 | 5.9% | 1.6% | -2.7% | 0.4% | nt
Fc1cc(Br)ccc1NC(=S)Nc1ccccc1 | -36.6 | -20.4% | -22.2% | -2.2% | 6.3% | 28.2µM*
O=C(O)CCCN1C(=O)C(=O)/C(=C(/O)c2ccc(Cl)cc2)C1c1ccccc1 (centres undefined) | ? | 14.9% | 16.1% | 3.7% | 0.0% | -2.0%
Cc1ccc(NC(=S)N(Cc2ccccc2)C(C)C)cc1 | -28.1 | -2.7% | 6.0% | 5.9% | -4.2% | 15.8%
CCOC(=O)C1=C(COC(=O)c2cccc(Cl)c2)NC(=O)NC1C (centres undefined) | -8.7 | nt | -10.4% | 2.4% | 17.7% | -4.7%
CC(=O)c1cccc(Nc2nc(N3CCOCC3)nc(N3CCOCC3)n2)c1 | 71.1 | nt | -19.8% | -4.8% | -5.0% | 0.2%
Cn1c2ccccc2c2c(C(=O)N3CCN(c4ccc(F)cc4)CC3)cn(C3CCCC3)c(=O)c21 | 88.0 | -3.6% | ? | ? | -17.5% | 9.8%
O=C(NCc1cccnc1)c1ccccc1NS(=O)(=O)c1ccc(F)cc1 | 23.4 | -5.8% | nt | -1.6% | 0.6% | -0.5%
CCn1c(-c2ccoc2C)n[nH]c1=S | 58.9 | -18.3% | 1.7% | -1.8% | 0.1% | -0.2%
CC(=O)N1CCN(CC(=O)Nc2ccc(C)c(F)c2)CC1 | 35.2 | ? | 23.6% | -6.2% | ? | 2.1%
CCOC(=O)c1c(N2C(=O)Nc3ccccc3N2O)n[nH]c1-c1cccc(OC)c1 | -11.5 | 20.3% | 5.8% | -2.1% | 11.8% | -16.4%
CCOc1ccc(N=C(C)C2=C(O)c3ccccc3C2=O)cc1 | 3.3 | -5.1% | 2.8% | 10.5% | -1.5% | 13.9%
O=C(CC1SC(N2CCCCC2)=NC1=O)Nc1ccc(C(=O)NCCc2ccc(F)cc2)cc1 (centres undefined) | -8.3 | nt | -15.7% | -6.9% | 0.0% | -9.0%
CC(C)(C)c1ccc(SCCc2ccncc2)cc1 | ? | 18.2% | 8.91µM* | -16.8% | 18.7% | 1.1%
O=C(CN1C(=O)C2C3C=CC(C3)C2C1=O)NCC1COc2ccccc2O1 (centres undefined) | 30.8 | 4.9% | -3.3% | ? | -14.5% | 3.0%
O=C(NCCC1=CCCCC1)C1CCCN(S(=O)(=O)c2ccccc2)C1 (centres undefined) | -9.8 | -4.5% | -12.2% | ? | 15.8% | -4.4%
COc1cc(/C=N/NC(=O)C(N)=O)cc(OC)c1O | -39.1 | -3.9% | 29.4% | -2.5% | -14.7% | -4.5%
CC1(C)CC(=O)c2c(oc3ccc(NS(=O)(=O)c4cccc5cccnc45)cc23)C1 | ? | -6.1% | ? | 6.2% | 7.0% | 12.1%
COCCNC(=S)N1CCN(c2ccc(Cl)cc2)CC1 | -33.6 | 8.3% | 0.4% | ? | -17.4% | 7.9%
CN(C)CCNc1oc(COc2cccc(Cl)c2)nc1C#N | 12.1 | -4.7% | 5.0% | -20.0% | -3.1% | 35.5µM*
Cc1ccc(C(=O)N(C)CCOc2ccccc2)cc1S(=O)(=O)N1CCOCC1 | -17.9 | nt | 0.3% | -0.9% | -5.3% | -4.2%
O=C(NCc1ccccc1)C1CCCN(c2ncnc3c2nc2n3CCCCC2)C1 (centres undefined) | ? | -7.2% | ? | -7.9% | 9.8% | -0.8%
